TDP-43 yeast inh – inhibitors of TDP-43 toxicity in yeast; TDP-43 expressing yeast growth rescue, BacTiter-Glo, 24 h; Potency, µM (titrated, usually from 46.1 µM), for inactives: top-dose growth rescue (activation), most hits filed as activators; actives 1.8% (n = 410,000); AID 652104; also: % of control where 0% means no effect; nearly all actives have a fitted effect of over 50% in size
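Yeast expressing TDP-43 (pregrown in raffinose, seeded at OD600=0.02 in galactose medium) exposed to compounds 24 hr at 30 deg C. Growth read by BacTiter-Glo luminescence; rescue of toxicity appears as increased signal.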
SW480 rerep – inducers of DNA re-replication in SW480 colon cancer cells; SW480 DNA re-replication, Hoechst DNA content imaging, 48 h; Potency, µM (series often up to 46.1 µM), without a hit: at the highest dose re-replication activation, hits mostly activators; actives 1.8% (n = 340,000); also: % of control where 0% means no effect; nearly all actives have a fitted effect of over 55% in size
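First, 250 cells per well were seeded. Next, compound or vehicle (23 nL) was pinned in, plates sat 48 hr at 37 C. Finally Hoechst was added for 40 min before fluorescence scanning.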
GLP1R cytotox – cytotoxicity in counter-screen for GLP-1R inverse agonists; actives 0.13% (n = 410,000); Potency, µM (series often up to 38.3 µM), for the others: at the highest dose activity change, negative = inhibition, actives largely listed as inhibitors; HEK293 cAMP-luciferase reporter cells, luminescence, 24 h;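 also: loss of luciferase light is scored as toxicity; % is scaled to controls: 0 for no effect and ±100 for the full control effect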
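A 23 nL compound transfer followed 12 hours of cell culture at 37 deg C; exposure then lasted 24 hr. Luciferase assay detection reagent was dispensed and plates read for luminescence after a 12 min room-temperature wait.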
HT1080 IDH1KD tx – HT-1080 IDH1 knockdown cell toxicity (counter line); HT-1080 IDH1 knockdown viability, ATP luminescence, 48 h; Potency, µM (doses to about 46.1 µM), inactives show at the top dose activity, negative = toxicity, actives largely listed as cytotoxic; actives 2% (n = 360,000);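 also: 0% = DMSO wells and -100% = cell-free medium wells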
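After a 2 h attachment period, IDH1KD HT-1080 cells took pin-transferred compound for 48 h at 37 °C; ATP-based luminescence after 10 min room-temperature reagent incubation reported viability.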
HT1080NT lethal – kills 2HG-producing HT-1080-NT fibrosarcoma cells. actives 1.6% (n = 360,000). HT-1080-NT fibrosarcoma viability, CellTiter-Glo ATP luminescence, 48 h. Potency, µM (series often up to 46.1 µM), inactives show at the top dose activity, negative = less viability, most hits filed as cytotoxic. AID 686970;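 also: NT is the 2HG producing partner of a matched IDH1 knockdown line; 0% = DMSO-treated cells and -100% = media-only wells without cells; nearly all actives have a fitted effect of over 55% in size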
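Luminescent CellTiter-Glo readout after 48 hours of compound exposure at 37 degrees C defined viability of HT-1080-NT cells. Activity was normalized to DMSO wells and cell-free media wells; concentration-response curves were fitted and assigned curve classes.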
KB-V1 MDR tox – KB-V1 MDR subline cytotoxicity; actives 3.4% (n = 400,000); KB-V1 MDR cells viability, CellTiter-Glo, 72 h; Potency, µM (highest dose often 46.1 µM), for the others: at the top dose activity change, negative = cytotoxicity, most hits filed as cytotoxic; also: % is scaled to controls: 0 for no effect and ±100 for the full control effect; nearly all actives have a fitted effect of over 60% in size
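KB-V1 MDR subline cells in DMEM (phenol-red free, 10% FBS) exposed to compounds in qHTS concentration series for 72 h at 37 degrees C. Viability read by CellTiter-Glo luminescence; concentration-effect curves fitted after normalization and correction.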
GLP1R inv ag – GLP-1 receptor (human) inverse agonism | HEK293 GLP-1R CRE-luciferase, luminescence, 24 h; GLP-1R form is constitutively active | Potency, µM (series often up to 38.3 µM), without a hit: at the top dose activity change, negative = inhibition, usual class: inhibitors | actives 1.6% (n = 410,000) | P43220; also: % is scaled to controls: 0 for no effect and ±100 for the full control effect; nearly all actives have a fitted effect of over 55% in size
Target sequence (P43220 whole entry, looked up): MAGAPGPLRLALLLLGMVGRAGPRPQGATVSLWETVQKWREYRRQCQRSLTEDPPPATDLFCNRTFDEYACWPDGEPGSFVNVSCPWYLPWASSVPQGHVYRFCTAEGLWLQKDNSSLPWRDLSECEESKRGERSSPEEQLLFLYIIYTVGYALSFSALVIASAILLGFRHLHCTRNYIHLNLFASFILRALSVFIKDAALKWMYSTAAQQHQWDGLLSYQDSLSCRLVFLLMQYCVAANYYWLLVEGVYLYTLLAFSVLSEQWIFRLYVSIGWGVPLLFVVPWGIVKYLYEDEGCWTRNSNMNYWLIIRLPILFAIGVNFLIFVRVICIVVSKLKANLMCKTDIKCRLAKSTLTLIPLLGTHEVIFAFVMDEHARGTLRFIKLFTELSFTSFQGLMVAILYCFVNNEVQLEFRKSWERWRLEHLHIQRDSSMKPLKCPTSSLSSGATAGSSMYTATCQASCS
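GLP-1R inverse agonism mode: basal reporter luminescence in engineered HEK293 cells measured after one day of compound exposure at 37 deg C, with a 12 min room-temperature detection step.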
KB-3-1 tox – KB-3-1 parental cell cytotoxicity; KB-3-1 viability, CellTiter-Glo ATP luminescence, 72 h; Potency, µM (doses to about 46.1 µM), for the others: top-dose activity change, negative = cytotoxic, hits mostly cytotoxic; actives 1.4% (n = 400,000); also: % is scaled to controls: 0 for no effect and ±100 for the full control effect; nearly all actives have a fitted effect of over 60% in size
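Using CellTiter-Glo luminescence, growth of non-resistant KB-3-1 adenocarcinoma cells is assessed 72 h after pin-tool compound addition at 37 °C. Normalized responses across the concentration series yield fitted curves.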
GLP-1R agonist – agonists of human GLP-1 receptor | P43220 | HEK293 GLP-1R CRE-luciferase, luminescence, 4-6 h; cells express a hypersensitive GLP-1R form | Potency, µM (top dose mostly 45.6 µM), for the others: top-dose activation, usual class: activators | actives 0.007% (n = 380,000); also: % of control where 0% means no effect
* marks the source's active call; other numbers are inactive results; u = inconclusive; x = no result given; [ ] = another dose, or the depositor's remark. Calls follow the shape of the dose curve; as a rule, active = well fitted curve in the direction sought with a large enough effect; inconclusive = small, poorly fitted or top-dose-only effect, or another doubt; inactive = no such curve, though single readings can be large; an effect the other way counts as inactive or inconclusive. Potency is read from the fitted curve at half-maximal effect.

Labels used below – A = TDP-43 yeast inh; B = SW480 rerep; C = GLP1R cytotox; D = HT1080 IDH1KD tx; E = HT1080NT lethal; F = KB-V1 MDR tox; G = GLP1R inv ag; H = KB-3-1 tox; I = GLP-1R agonist
Cc1cc(C)c(C)c(S(=O)(=O)NCCCN2CCOCC2)c1C
  A = -22%; B = u; C = 1%; D = -9%; E = -5%; F = -4%; G = u; H = 2%; I = 4%
CS(=O)(=O)N1CCC(C(=O)Nc2ccccc2Cl)CC1
  A = 19%; B = -80%[inhibitor]; C = -2%; D = 13%; E = 4%; F = 2%; G = 1%; H = -1%; I = -6%
CC(=O)c1cc(-c2ccc(F)cc2)n(CCC(=O)Nc2nc3c(C)cccc3s2)c1C
  A = -1%; B = x; C = 2%; D = x; E = x; F = 9%; G = 15%; H = 5%; I = x
CCOc1ccccc1N1CC(C(=O)NCCC2=CCCCC2)CC1=O (stereo not drawn)
  A = -9%; B = -63%[inhibitor]; C = -16%; D = -3%; E = 0%; F = -4%; G = -25%; H = 3%; I = 9%
Cc1csc(-c2coc3cc(O)cc(C)c3c2=O)n1
  A = u; B = -2%; C = -13%; D = u; E = u; F = u; G = 7%; H = -18%; I = 5%
COc1cc(NC(=O)C2CCCN(S(=O)(=O)c3ccc4c(c3)oc(=O)n4C)C2)cc(OC)c1 (stereo not drawn)
  A = 10%; B = -14%; C = -9%; D = -10%; E = -7%; F = 7%; G = -30%; H = -15%; I = -8%
Cc1noc(C)c1COc1ccc(C(=O)OCC(=O)NC23CC4CC(CC(C4)C2)C3)cc1
  A = 28%; B = 3%; C = -17%; D = -1%; E = 1%; F = 2%; G = -23%; H = -10%; I = -4%
Cc1nn(-c2ccccc2)c(Cl)c1C(=O)Nc1nnc(C2CCCCC2)s1
  A = 1%; B = 2%; C = -8%; D = -4%; E = -22%; F = 0%; G = 8.9µM*; H = -1%; I = -5%
COc1ccc(NS(=O)(=O)c2ccc(NC(C)=O)cc2)nn1
  A = -4%; B = 13%; C = 0%; D = 5%; E = 9%; F = 18%; G = 1%; H = 5%; I = 2%
Cc1ccc(OC(C)C(=O)Nc2ncc(Cl)cc2Cl)c([N+](=O)[O-])n1 (stereo not drawn)
  A = -6%; B = -20%; C = 3%; D = 1%; E = -5%; F = u; G = 1%; H = -2%; I = u
CCCC(c1nnnn1C(C)(C)CC)N1CCN(C(=O)c2ccco2)CC1 (stereo not drawn)
  A = 9%; B = -5%; C = 0%; D = 7%; E = 15%; F = u; G = 20%; H = 7%; I = 4%
Cc1cc(C)c(C(=O)CN2C(=O)NC3(CCCCC3)C2=O)cc1C
  A = -18%; B = 1%; C = -2%; D = 5%; E = 0%; F = -7%; G = -20%; H = 14%; I = 3%
Cc1nc2ccccc2n1CCCOc1ccccc1
  A = 10%; B = 3%; C = 0%; D = u; E = -11%; F = u; G = -23%; H = -14%; I = 0%
O=C(COc1ccc(Cl)cc1)Nc1ccc2c(c1)OCO2
  A = u; B = -10%; C = -46%; D = -9%; E = -10%; F = 16%; G = -28%; H = -16%; I = 10%
O=c1c([N+](=O)[O-])c(N2CCCCCC2)c2ccccc2n1-c1ccccc1
  A = 2%; B = 3%; C = -11%; D = -1%; E = 5%; F = 13%; G = -6%; H = 30%; I = -7%
COC(=O)c1ccccc1SCC(=O)Nc1ccc(N2CCOCC2)cc1
  A = 13%; B = 0%; C = 6%; D = -1%; E = 1%; F = -25%; G = 1%; H = 10%; I = 0%
COc1cccc(C(=O)N2CCN(C3CCN(Cc4ccccc4)CC3)CC2)c1OC
  A = -17%; B = -16%; C = 12%; D = 9%; E = 18%; F = 1%; G = -7%; H = 5%; I = 8%
COC(=O)c1ccc(C2/C(=C(/O)c3ccc4c(c3)CC(C)O4)C(=O)C(=O)N2Cc2cccnc2)cc1 (stereo not drawn)
  A = 0%; B = -8%; C = -3%; D = 21%; E = u; F = 20%; G = 5%; H = 1%; I = -2%
O=C(Cc1cccc(NC(=O)C2CCN(C(=O)C3CCC3)CC2)c1)Nc1cccc(C(=O)N2CCCCC2)c1
  A = 10%; B = -10%[9.22 µM]; C = 3%; D = 8%; E = -1%; F = u; G = 10%; H = 17%; I = -5%
O=C(c1ccccc1Oc1ccccc1)N1CCN(c2ccccc2)CC1
  A = 18%; B = 10%; C = 0%; D = -1%; E = 5%; F = -23%; G = u; H = -3%; I = 4%
COc1ccc(C(=O)CCC(=O)NC2=NCCS2)cc1
  A = -1%; B = 3%; C = 2%; D = 4%; E = u; F = -14%; G = 15%; H = 0%; I = -1%
O=C(Nc1ccc(Cc2ccncc2)cc1)C1CCC(N2C(=O)C3C4C=CC(C4)C3C2=O)CC1 (stereo not drawn)
  A = -13%; B = -9%; C = -19%; D = 2%; E = u; F = u; G = 6%; H = -9%; I = 4%
O=C(NCc1ccccc1)C1CCCN(c2cnccn2)C1 (stereo not drawn)
  A = 12%; B = -11%; C = 1%; D = 0%; E = 9%; F = u; G = 2%; H = 0%; I = 1%
CCCCn1c(N)c(N(CCOC)C(=O)CSc2nnc(-c3ccc(C(C)(C)C)cc3)n2N)c(=O)[nH]c1=O
  A = -20%; B = 1%; C = -10%; D = -13%; E = -10%; F = -12%; G = 11%; H = 7%; I = 12%
COC(=O)c1ccc(CN2CCC(Oc3ccc(C(=O)N4CCCCC4)cc3)CC2)cc1
  A = 11%; B = -6%; C = -5%; D = 0%; E = 4%; F = u; G = u; H = -11%; I = -3%
COc1cccc(Nc2nc(C(N)CC(C)C)cs2)n1 (stereo not drawn)
  A = -2%; B = x; C = 3%; D = 16µM*; E = u; F = -1%; G = u; H = -24%; I = -4%
CC(=O)Nc1ccc(NS(=O)(=O)c2c(C(=O)N3CCCCCC3)c(C)n(C)c2C)cc1
  A = 17%; B = x; C = 2%; D = x; E = x; F = 20%; G = 5%; H = -3%; I = x
CCOc1ccccc1/C=N/NC(=O)C[n+]1ccccc1
  A = 10%; B = -2%; C = -24%; D = 5%; E = 5%; F = 16%; G = 10%; H = 7%; I = 2%
CCN(CC)c1ncnc2scc(C3COc4ccccc4O3)c12 (stereo not drawn)
  A = 18µM*; B = -2%; C = 0%; D = u; E = u; F = u; G = u; H = -18%; I = 5%
CCOC(=O)[C@]12Cc3c(cc(OC)c(OC)c3OC)[C@H]1N(C1CCCCC1)C(=O)c1cc(OC)ccc12
  A = -82%[inhibitor]; B = x; C = u; D = 12µM*; E = 12µM*; F = 4.6µM*; G = u; H = 3.3µM*; I = -19%

Single values from the entries so far:
Reading for `O=C(NCc1ccccc1)C1CCCN(c2cnccn2)C1` (stereo not drawn) under SW480 rerep: -11%
Reading for `CCOC(=O)[C@]12Cc3c(cc(OC)c(OC)c3OC)[C@H]1N(C1CCCCC1)C(=O)c1cc(OC)ccc12` under KB-V1 MDR tox: 4.6µM*

Later entries.
Labels used below – A = TDP-43 yeast inh; B = SW480 rerep; C = GLP1R cytotox; D = HT1080 IDH1KD tx; E = HT1080NT lethal; F = KB-V1 MDR tox; G = GLP1R inv ag; H = KB-3-1 tox; I = GLP-1R agonist
COc1ccc(Cl)cc1NC(=O)Cc1c(F)cccc1Cl
  A = -25%; B = 1%; C = -1%; D = -2%; E = 0%; F = -25%; G = 2%; H = -1%; I = -32%
CCCn1nnc(NC(=O)/C=C/c2ccccc2)n1
  A = -11%; B = -11%; C = 0%; D = 18%; E = u; F = 2%; G = 0%; H = 13%; I = 2%
O=C(NCCN1CCN(c2ccccc2Cl)CC1)Nc1ccccc1
  A = 13%; B = u; C = 6%; D = -8%; E = -1%; F = -18%; G = u; H = 11%; I = 1%
Nc1nc(Nc2ccccc2)nc(C(F)(F)F)n1
  A = -1%[1.82 µM]; B = -5%; C = 1%; D = 6%; E = 9%; F = -5%; G = 63%[activator]; H = 2%; I = 27%
CC(C)CCNC(=O)C1CCN(c2nc3ccc(Cl)cc3[nH]2)CC1
  A = 11%; B = x; C = 6%; D = x; E = x; F = 15%; G = -14%; H = -5%; I = x
O=C(CCn1c(=O)[nH]c2ccsc2c1=O)N1CCN(c2ccc([N+](=O)[O-])cc2)CC1
  A = -12%; B = -12%; C = u; D = -13%; E = 0%; F = 7%; G = 19%; H = 2%; I = 8%
CC1(c2ccc(OCC#N)cc2)C=C(c2ccc(OCC#N)cc2)n2nc(C(F)(F)F)nc2N1 (stereo not drawn)
  A = 27%; B = u; C = 0%; D = u; E = -2%; F = u; G = 0%; H = u; I = -7%
CCN1CCCC(NC(=O)c2scc3c2CCCC3)C1 (stereo not drawn)
  A = 0%; B = -7%; C = -26%; D = -4%; E = 7%; F = -7%; G = 7%; H = 10%; I = -5%
Cc1cccc(C)c1NC(=O)c1cc(-c2ccccn2)nc2ccccc12
  A = -5%; B = -1%; C = -7%; D = -15%; E = -9%; F = -22%; G = -22%; H = -6%; I = 5%
CCOc1cc(N2CCOCC2)c(OCC)cc1NC(=O)COC(=O)COc1ccc(C#N)cc1
  A = 16%; B = -11%; C = -4%; D = 20%; E = 3%; F = 2%; G = 1%; H = -3%; I = -6%
O=C(c1cccc([N+](=O)[O-])c1)N1CCN(c2n[nH]c(=O)[nH]c2=O)CC1
  A = -28%; B = -5%; C = -2%; D = 7%; E = 10%; F = 18%; G = 9%; H = -1%; I = -1%
COc1ccc(CC(=O)OCC(=O)Nc2ccc3c(c2)OCCO3)cc1OC
  A = 11%; B = u; C = -5%; D = 15%; E = 15%; F = 5%; G = -3%; H = 7%; I = 0%
COC(=O)N/N=C/c1cc(Cl)cc(Cl)c1OCc1ccc(F)cc1
  A = 17%; B = u; C = 5%; D = 7%; E = -5%; F = 23µM*; G = -8%; H = -9%; I = 1%
CCOc1ccc(C(=O)NCc2nc(-c3ccc(Cl)cc3)no2)cc1OCC
  A = -1%; B = x; C = 3%; D = x; E = x; F = -11%; G = 0%; H = 0%; I = x
CC(=NNC(=S)N1CCN(c2ccccn2)CC1)c1ccccn1
  A = 22%; B = u; C = -11%; D = u; E = -9%; F = 7.3µM*; G = 3%; H = -24%; I = 2%
COc1cccc(CC2(CO)CCCN(Cc3cn(C)c4ccccc34)C2)c1 (stereo not drawn)
  A = -11%; B = -76%[inhibitor]; C = -4%; D = -7%; E = -8%; F = -12%; G = u; H = -2%; I = 8%

Screening results (PubChem BioAssay)
